15-hLO inh = 15-hLO (ALOX15) enzyme inhibition; Potency, µM (series often up to 57.1 µM), for the others: at the top dose activity change, negative = inhibition, most hits filed as inhibitors; AID 887; hit rate 1.4% among 74,000; P16050; purified 15hLO-1, xylenol orange hydroperoxide absorbance; note: potency is the fitted concentration of half-maximal effect; % is set by controls: 0 for no effect and ±100 for the full control effect; nearly all actives have a fitted effect of over 55% in size
Target sequence (P16050 whole entry, looked up): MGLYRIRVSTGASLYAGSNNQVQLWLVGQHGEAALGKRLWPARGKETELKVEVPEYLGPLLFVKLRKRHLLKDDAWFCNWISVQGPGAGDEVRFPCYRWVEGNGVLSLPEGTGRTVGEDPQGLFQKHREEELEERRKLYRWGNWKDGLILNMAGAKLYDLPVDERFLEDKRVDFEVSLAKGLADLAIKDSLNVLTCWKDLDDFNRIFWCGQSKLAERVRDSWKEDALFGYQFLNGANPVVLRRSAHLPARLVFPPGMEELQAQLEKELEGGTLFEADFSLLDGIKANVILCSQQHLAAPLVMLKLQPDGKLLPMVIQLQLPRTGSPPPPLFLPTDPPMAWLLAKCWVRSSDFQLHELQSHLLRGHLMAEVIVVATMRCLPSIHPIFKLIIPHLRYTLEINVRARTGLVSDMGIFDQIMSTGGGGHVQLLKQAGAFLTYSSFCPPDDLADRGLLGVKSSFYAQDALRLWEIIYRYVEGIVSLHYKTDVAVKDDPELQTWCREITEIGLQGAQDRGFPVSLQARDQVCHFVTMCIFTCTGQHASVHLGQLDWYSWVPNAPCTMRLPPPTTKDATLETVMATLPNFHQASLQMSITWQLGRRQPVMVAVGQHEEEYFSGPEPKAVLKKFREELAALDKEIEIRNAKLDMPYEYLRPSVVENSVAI
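Purified human 15hLO-1 (40 nM final) in 25 mM Hepes pH 7.5, 0.01% Triton X-100 was preincubated with compound 15 min at room temperature, then reacted 6 min with 50 uM arachidonic acid; hydroperoxide detected by Fe-XO, 573/405 nm absorbance ratio.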
Hsp90 Hop PPI = changes Hsp90-Hop TPR2A binding signal, up or down | Potency, µM (highest dose often 57 µM), inactives show at the top dose activity change, negative = inhibition | hit rate 0.44% among 71,000 | AlphaScreen TPR2A-His6 binding biotin-Hsp90 C-terminal peptide; active = well fitted curve in either direction with a large enough effect; inconclusive = small, poorly fitted or top-dose-only effect, or another doubt; note: potency is the fitted concentration of half-maximal effect; % is set by controls: 0 for no effect and ±100 for the full control effect; many of its hits are not listed in these tables
CRE-bla Fsk = CRE-bla signaling modulation under forskolin stimulation | hit rate 2.5% among 71,000 | Potency, µM (highest dose often 38.2 µM), without a hit: at the top dose activity change, negative = inhibition, usual class: activators | AID 662 | CHO CRE-bla reporter (cAMP response element driving beta-lactamase), forskolin EC10, beta-lactamase ratio; active = well fitted activation curve with a large enough effect in the signal ratio, with a control signal flat, not every such curve was filed as active; inconclusive = small, poorly fitted or top-dose-only effect, or effect the other way, or a change in a side signal; the % refers to the signal ratio; note: potency is the fitted concentration of half-maximal effect; % of control where 0% means no effect
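Reporter-gene assay: CHO cells with beta-lactamase behind cAMP responsive elements, co-treated with compound and EC10 NKH 477 for 3 hours at 37 degrees Celsius. Activity came from the 460/530 nm CCF4 emission ratio.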
UbGFP stabilizer = ubiquitin-GFP accumulation via proteasome inhibition | AID 526 | 67,000 tested, under 10 active | Ubiquitin-GFP reporter cells, proteasome inhibition, GFP fluorescence; response scale: untreated = 0%, 10 µM MG-132 = 100% | Potency, µM (titrated, usually from 45.9 µM), for inactives: top-dose activation (GFP accumulation), hits mostly activators; active = well fitted activation curve with a large enough effect, not every such curve was filed as active; inconclusive = small, poorly fitted or top-dose-only effect, or another doubt; inactive = no such curve, though single readings can be large or run the other way; note: potency is the fitted concentration of half-maximal effect
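U2OS Ub(G76V)-GFP reporter; O/N plating, 0.5% FBS; cpd 46 uM–2.9 nM, 4 h, 37 °C; GFP+ cell count, 488/515 nm; norm. to basal vs 10 uM MG-132; CRC fit.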
USP2a inh = inhibitors of human ubiquitin-specific protease USP2a. O75604. USP2a enzymatic assay, qHTS inhibition. Potency, µM (doses to about 38.3 µM), without a hit: at the highest dose activity change, negative = inhibition, hits mostly inhibitors. hit rate 0.1% among 60,000;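 note: potency is the fitted concentration of half-maximal effect; nearly all actives have a fitted effect of over 60% in size; plate controls were DMSO for no effect and NEM full inhibition control for full effect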
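USP2 core (20 nM final) was preincubated with compound for 30 min at RT in 20 mM Tris-HCl pH 8.0, 2 mM CaCl2, 2 mM beta-mercaptoethanol; Ub-PLA2 (20 nM) plus NBD C6-HPC (20 uM) then added, fluorescence read after 2.5 h.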
BRCT inh red = inhibitors of human BRCA1 BRCT-phosphoprotein interaction (red fluorophore) | P38398 | BRCT-phosphopeptide binding, red fluorescence polarization | Potency, µM (series often up to 76.9 µM), inactives show at the highest dose activity change, negative = inhibition, hits mostly inhibitors | hit rate 0.03% among 75,000 | AID 892; note: % is set by controls: 0 for no effect and ±100 for the full control effect
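Fluorescence polarization: 100 nM His-tagged BRCA1 BRCT with 100 nM TAMRA-labelled phospho-BACH1 decapeptide, phosphate buffer pH 7.3 with 150 mM NaCl, DTT, 0.01% Tween 20; 12 min RT. Binding inhibition seen as FP decrease.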
HBB splicing = alters splicing of the hemoglobin beta chain; HBB splicing reporter cell assay, activation; EGFP reporter with mutant IVS2-654 intron; response scale: normalised to 500 nM splice-correcting PNA; Potency, µM (top dose mostly 46.1 µM), inactives show at the highest dose activation, actives largely listed as activators; hit rate 0.06% among 65,000; AID 925; note: potency is the fitted concentration of half-maximal effect; 0% is about no effect
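Compounds were applied for 2 days to HeLa EGFP-654 cells, 500/well in Optimem with 2% FCS. The reporter's EGFP is disrupted by mis-splicing of beta-globin intron IVS2-654. Readout: summed well GFP fluorescence from 488 nm laser scanning; reference was 500 nM antisense […] 654 PNA.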
Pol III holo inh = DNA polymerase III holoenzyme inhibition; hit rate 0.25% among 71,000; Potency, µM (highest dose often 57.1 µM), for the others: at the highest dose activity change, negative = inhibition; reconstituted DNA polymerase III holoenzyme replication, biochemical; AID 603; note: potency is the fitted concentration of half-maximal effect; % is set by controls: 0 for no effect and ±100 for the full control effect
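Reconstituted *E. coli* holoenzyme (0.35 nM Pol III, 1 nM beta, 154 nM SSB, 2 nM primase) was preincubated with compound for 15 min at RT. Synthesis on 1.4 nM ssM13Gori ran 35 min, then was stopped with PicoGreen/EDTA and read as dsDNA fluorescence.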
BRCT inh green = inhibitors of human BRCA1 BRCT-phosphoprotein interaction (green fluorophore); P38398; BRCA1 BRCT-phosphopeptide binding, green fluorescence polarization; Potency, µM (highest dose often 76.9 µM), for inactives: top-dose activity change, negative = inhibition, usual class: inhibitors; hit rate 0.05% among 75,000; AID 875;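 note: potency is the fitted concentration of half-maximal effect; plate controls were peptide without protein for full effect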
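Fluorescence polarization: His-tagged BRCT (~35 kDa BRCA1 C-terminus, 250 nM) bound to 100 nM fluorescein-labeled phosphorylated 10-aa BACH1 peptide, pH 7.3 phosphate buffer with DTT and Tween 20. Compounds incubated 12 min at room temperature; inhibition read as lowered polarization.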
HADH2 inhib = blocks human hydroxyacyl-CoA dehydrogenase type II. Potency, µM (titrated, usually from 57.1 µM), without a hit: at the top dose activity change, negative = inhibition, hits mostly inhibitors. hit rate 3.4% among 73,000. Q99714. recombinant HADH2, NADH fluorescence, beta-hydroxybutyryl-CoA. AID 886; note: potency is the fitted concentration of half-maximal effect; % is set by controls: 0 for no effect and ±100 for the full control effect; nearly all actives have a fitted effect of over 60% in size; many of its hits are not listed in these tables
Target sequence (Q99714 whole entry, looked up, one chain of several): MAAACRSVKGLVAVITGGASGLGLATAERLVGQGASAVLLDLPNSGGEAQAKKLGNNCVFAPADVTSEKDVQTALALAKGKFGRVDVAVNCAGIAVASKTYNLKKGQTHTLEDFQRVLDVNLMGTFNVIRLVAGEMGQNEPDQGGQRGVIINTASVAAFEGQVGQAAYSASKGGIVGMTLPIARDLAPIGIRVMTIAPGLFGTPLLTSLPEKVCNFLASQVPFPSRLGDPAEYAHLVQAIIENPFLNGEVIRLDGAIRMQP
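20 nM HADH2 + cpd, 15 min RT; add 1 mM NAD+/90 uM beta-hydroxybutyryl-CoA; kinetic fluorescence 360/450 nm, 4 min. Tris-HCl pH 9.0, 0.01% Tween-20.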
GFP derepression = derepresses silenced GFP locus in mouse C127i cells. hit rate 0.09% among 68,000. Potency, µM (doses to about 46.1 µM), for inactives: at the top dose GFP derepression (activation). mouse C127i GFP locus derepression, cytometry, 30 h; note: % of control where 0% means no effect
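Locus derepression in mouse mammary C127i cells whose integrated CMV-GFP reporter is normally silent; GFP expression after 30 h compound treatment was quantified by counting fluorescent cells.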
Starred values were filed as active, the others as inactive; ? = inconclusive; / = not tested or not shown; & = joins results of further samples; [ ] = dose if it differs, or a comment. Unless noted, calls come from the whole dose curve; as a rule, active = well fitted curve in the direction sought with a large enough effect; inconclusive = small, poorly fitted or top-dose-only effect, or another doubt; inactive = no such curve, though single readings can be large; an effect the other way counts as inactive or inconclusive.

SMILES	15-hLO inh	Hsp90 Hop PPI	CRE-bla Fsk	UbGFP stabilizer	USP2a inh	BRCT inh red	HBB splicing	Pol III holo inh	BRCT inh green	HADH2 inhib	GFP derepression
CN(c1cccc(NC(=O)Cc2ccccc2)c1)S(C)(=O)=O	-5%	-4%	?	-1%	-1%	0.0%	0.1%	-5%	0.1%	2%	-3%
Fc1ccc2nc(N3CCCCC3)sc2c1	0%	2%	2%	7%	-19%	-0.3%	4.5%[57.5 µM]	-7%	0.0%	16%	5%
COC(=O)C1=C(N)N(c2ccc(F)cc2)C2=C(C(=O)CCC2)C1c1ccc2c(c1)OCO2 (configuration not stated)	-5%	-2%	?	1%	9%	-0.7%	-2.1%	0%	-1.0%	8%	0%
Fc1ccccc1N1CCN(C2CCN(Cc3c[nH]c4ccccc34)CC2)CC1	5%[11.4 µM]	-10%[11 µM]	?	15%[9.17 µM]	6%[7.66 µM]	0.1%	-1.8%[0.0738 µM]	-4%[11.4 µM]	0.0%	4%[11.4 µM]	-2%
CCn1cc(C(=O)NCc2ccccn2)c(=O)c2cc(S(=O)(=O)N3CCCCC3)ccc21	8%	?	?	8%	60%[activator]	-5.1%	1.4%	1%	3.5%	-8%	1%
O=C(NCN1CCc2ccccc2C1)c1ccccc1	4%	48%	-13%	-4%	/	0.2%	-0.2%[57.5 µM]	-2%	0.0%	18%	2%
COc1cccc(CNn2cnnc2)c1OCc1ccccc1F	6%	-2%	13%	10%	-9%	-0.3%	5.2%[1.84 µM]	-3%	-0.8%	9%	2%
O=C1C2CCC(C(O)C2)N1Cc1ccccc1 (configuration not stated)	7%	-6%	-33%	-10%	5%	-1.1%	1.7%	-4%	-1.0%	6%	-2%
CC1(C)OC(=O)CC1C(=O)NCc1ccccc1 (configuration not stated)	5%	-5%	-9%	-3%	-1%	-0.8%	-0.5%	-4%	-0.9%	-1%	0%
Cc1cc2c(C)nc(-c3ccccc3)nc2o1	-1%	-4%	0.4µM*	-8%	5%	-0.1%	0.1%	-1%	-2.7%	14%	7%
CN(C)c1ccc(C=Nc2ccccc2C(N)=O)cc1	-28%	-3%	-3%	1%	-4%	0.6%	-1.2%	-1%	-1.1%	?	0%
CCN(CC)C(=O)CCC(=O)Nc1ccc(C(=O)OC)cc1	1%	3%	?	3%	1%	-0.7%	-1.3%	0%	1.1%	0%	-2%
O=C(COC(=O)C12CC3CC(CC(O)(C3)C1)C2)NC(=O)NCc1ccco1	-4%	?	?	/	15%	-0.5%	0.7%[0.369 µM]	-2%	-1.4%	-3%	0%
CCCOC(=O)c1c(N)sc2c1CCC2	-30%	-5%	11%	-3%	8%	-0.5%	-1.4%	-4%	-0.1%	-18%	-2%
Nn1c(SCC(=O)NC2CCCCC2)nnc1-c1ccc(Cl)cc1	-11%	1%	-7%	-1%	4%	-1.6%	-0.2%[57.5 µM]	-1%	-0.3%	9%	0%

Molecules above that contain a furan ring, fused or not, in the order listed:
SMILES	15-hLO inh	Hsp90 Hop PPI	CRE-bla Fsk	UbGFP stabilizer	USP2a inh	BRCT inh red	HBB splicing	Pol III holo inh	BRCT inh green	HADH2 inhib	GFP derepression
Cc1cc2c(C)nc(-c3ccccc3)nc2o1	-1%	-4%	0.4µM*	-8%	5%	-0.1%	0.1%	-1%	-2.7%	14%	7%
O=C(COC(=O)C12CC3CC(CC(O)(C3)C1)C2)NC(=O)NCc1ccco1	-4%	?	?	/	15%	-0.5%	0.7%[0.369 µM]	-2%	-1.4%	-3%	0%

(cont.)
SMILES	15-hLO inh	Hsp90 Hop PPI	CRE-bla Fsk	UbGFP stabilizer	USP2a inh	BRCT inh red	HBB splicing	Pol III holo inh	BRCT inh green	HADH2 inhib	GFP derepression
Oc1oc(-c2ccco2)nc1C=Nc1ccccc1	?	-7%	?	-3%	-19%	1.6%	-0.9%	0%	-2.3%	-18%	-3%
Cc1nc(C)c(C(=O)C2=C(O)C(=O)N(CCN3CCOCC3)C2c2cccnc2)s1 (configuration not stated)	5%	-1%	-8%	-6%	-3%	-1.6%	1.6%[57.5 µM]	-8%	-1.7%	1%	-3%
COc1cc(C(=O)NCCc2cn3ccc(C)cc3n2)cc(OC)c1OC	8%	-3%	?	-7%	/	-0.6%	0.0%	-8%	-2.0%	-1%	/
CCC(c1nnc(SCCNCCO)n1CCN1CCOCC1)N(C)C (configuration not stated)	100%[activator]	0%	-4%	3%	-3%	1.4%	-0.9%	1%	-2.3%	-3%	0%
CC(=O)N1CCc2cc(S(=O)(=O)NCCCN3CCN(Cc4ccccc4)CC3)ccc21	-2%	3%	?	-3%	16%	-2.1%	-3.0%	1%	-2.3%	3%	-1%
COc1ccccc1-c1nc(C#N)c(N2CCN(c3ccccc3)CC2)o1	1%	?	?	-6%	-7%	0.1%	9.2%[0.369 µM]	0%	-2.9%	?	4%
Cc1nc2nc(-c3ccccc3)nn2c(C)c1Cl	0%	-3%	0%	4%	4%	1.7%	-0.6%	-11%	-1.2%	3%	0%
O=C(c1ccc(S(=O)(=O)N2CCCCC2)cc1)c1nnc(-c2ccc(Cl)cc2)o1	11%	-3%	1%	-2%	-2%	-1.9%	0.2%[57.5 µM]	-6%	0.1%	35%[activator]	-1%
O=C(NCCN1CCOCC1)c1ccccc1-c1ccccc1	-4%	1%	4%	-2%	-4%	0.5%	0.5%	-4%	0.3%	9%	0%
CCOCCCNC(=O)C1CCN(C(=O)Nc2ccc(Cl)cc2)CC1	5%	-4%	-1%	3%	-1%	-1.6%	-0.1%[57.5 µM]	1%	-0.2%	14%	-1%
O=C(Cn1nnc(-c2ccc(OCc3ccccc3F)cc2)n1)N1CCOCC1	-6%	-1%	1%	4%	1%	0.1%	0.2%	-9%	-3.2%	5%	7%
Cc1ccc(C(=O)CSc2n[nH]c(-c3ccco3)n2)cc1C	-11%[11.4 µM]	-8%[11 µM]	?	11%[9.17 µM]	23%[7.66 µM]	0.4%	-2.8%[0.0738 µM]	-5%[11.4 µM]	0.2%	-7%[11.4 µM]	2%
COc1ccc(OC)c(C(=O)c2ccc(C(=O)O)cc2)c1	5%	-1%	4%	-4%	-12%	-0.9%	1.3%[9.22 µM]	1%	-0.9%	0%	0%
CCCn1c(=O)c2[nH]c(-c3ccc(S(=O)(=O)O)cc3)nc2n(CCC)c1=O	7%	-4%	-1%	4%	-9%	-1.2%	-0.1%	14%	2.5%	3.2µM*	0%
O=C(Cn1cccc1C(=O)c1ccccc1)NCc1ccco1	1%	2%	?	0%	0%	0.6%	-4.3%	2%	-0.5%	-8%	1%
Cn1c(=O)[nH]c(=O)c2c1nc(CN1CCN(c3ccccc3F)CC1)n2CC(N)=O	?	-7%	-10%	9%	/	-1.7%	-1.3%	6%	4.4%	-20%	/
CCCCCOc1ccc(C(=O)N(Cc2ccco2)C2CCS(=O)(=O)C2)cc1 (configuration not stated)	-6%	-4%	-8%	/	10%	0.8%	0.4%[0.369 µM]	-5%	0.6%	6%	-2%
Cc1cc(C)nc(N2CCCC(C(=O)NC3CCCC3)C2)n1 (configuration not stated)	2%	-3%	-6%	-4%	6%	-0.7%	-1.2%	-2%	-4.8%	-1%	0%
CCOC(=O)c1[nH]c(C)c(C(=O)N2CCN(c3cccc(Cl)c3)CC2)c1C	-17%	-8%	-14%	-8%	29%	-0.2%	-1.5%	-2%	-0.5%	-3%	0%
CCOc1cc(NS(C)(=O)=O)c(OCC)cc1NC(=O)c1cccs1	5%	-7%	?	1%	/	0.7%	-0.1%[57.5 µM]	-6%	0.0%	15%	7%
COc1cccc(C2C(C(N)=O)=C(C)Nc3nc(CCCO)nn32)c1OC (configuration not stated)	-1%	-6%	2%	0%	/	0.6%	1.4%	-5%	0.2%	-2%	0%
COC(=O)/C=C(\C)NC(=O)c1cccs1	5%	4%	?	17%	1%	-0.3%	0.5%	6%	-6.4%	0%	0%
CN(C)C=O	2%&0%	1%&-3%	1%&-11%	/	/	-0.2%&0.1%	0.4%&-0.5%	4%&0%	-0.1%&2.1%	12%&-5%	/

Source: PubChem

The list is partial. The share of hits here may be higher or lower than overall.
